Source: PubChem BioAssay
PG9 binder = PG9 antibody binding by small molecule | hit rate 0.43% among 360,000 | AID 624416 | TR-FRET gp120-PG9 antibody binding | inhibition, % at 6.7 µM; in the data active = inhibition above about 8.5%
hcDAF12 agonist = H. contortus DAF-12 activation, primary screen | HEK293 hcDAF-12 lit1-tk-luc reporter, luminescence; 0% DMSO, 100% Δ7-dafachronic acid | activation, % at 6.8 µM | hit rate 1.4% among 370,000 | AID 652067;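 active = activation above the mean of all tested compounds plus 3 SD, cut at about 5.5% in these data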;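 also: 100% = response to 3 µM Δ7-dafachronic acid high control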
Rev-erbA mod = Rev-erb alpha (human) modulation | P20393 | Rev-erbα–FITC-DNA binding, fluorescence polarization, 90 min | activity, % at 10 µM | hit rate 0.79% among 370,000;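 active = activity above about 14%, limit read from the data; passing the limit was not always enough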;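 also: 0% = DMSO wells with 35 nM protein and 100% = DMSO wells with 750 nM protein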
PLC-beta3 inh = inhibitors of human phospholipase C beta3; Q01970; Purified PLC-beta3, fluorogenic substrate, fluorescence; inhibition, % at 12.2 µM; hit rate 0.18% among 370,000; AID 720704; in the data active = inhibition above about 11%;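 also: 0% = median of compound wells on plate and 100% = full blocker control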
hgDAF12 agonist = activates the H. glycines DAF-12 receptor ligand-binding domain. HEK293 GAL4-hgDAF12 UAS-luciferase reporter, agonist luminescence; normalized to butyrate control. activation, % at 6.8 µM. hit rate 1.8% among 370,000;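 active = activation above a cutoff set at the mean of all screened compounds plus 3 SD, cut at about 10% in these data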;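 also: 0% = DMSO wells and 100% = sodium butyrate wells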
DAX1 inh-1 = inhibitors of DAX1 repression of SF-1 activated StAR promoter | inhibition, % at 6.8 µM | HEK293T StAR-luciferase reporter, SF-1/DAX-1 repression relief | AID 652010 | hit rate 1.1% among 370,000;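 active = inhibition above the mean over all tested compounds plus 3 SD, cut at about 3.6% in these data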;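 also: 0% = DAX-1 cells with DMSO and 100% = cells lacking DAX-1 with DMSO; higher inhibition means more luminescence from relief of DAX-1 repression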
FXN GAA850 act = frataxin GAA850 promoter activation | HEK293 lucGAA850 FXN promoter luciferase reporter, 24 h; percent of 10 µM SAHA response | activation, % at 6 µM | hit rate 0.56% among 360,000 | AID 540364;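 active = activation above the average of all compounds screened plus 3 SD, cutoff fixed separately per campaign, cut at about 7.5% in these data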;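 also: 0% = DMSO wells and 100% = 10 µM SAHA wells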
SMARCA2 activ = increases SMARCA2 function in MMTV reporter cells; AID 652017; hit rate 1% among 370,000; MG213 cells, MMTV-luciferase reporter, dexamethasone, overnight; activation, % at 9.1 µM; in the data active = activation above about 7.8%;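 also: 0% = vehicle wells and 100% = reference activator wells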
ssDAF12 agonist = S. stercoralis DAF-12 activation, primary screen. HEK293 ssDAF-12/GRIP1 lit1-tk-luc reporter, luminescence; % of 3 µM dafachronic acid response. activation, % at 6.8 µM. hit rate 1% among 370,000. AID 652126;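 active = activation above the mean over all tested compounds plus 3 SD, cut at about 0.9% in these data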;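 also: 0% = DMSO-only wells and 100% = 3 µM delta7-dafachronic acid wells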
DAX1 inh-2 = inhibits human nuclear receptor DAX1 | HEK293 Gal4-DAX1 luciferase reporter, luminescence | inhibition, % at 6.75 µM | AID 504766 | hit rate 0.99% among 340,000;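 active = inhibition above the mean over all tested compounds plus 3 SD, cut at about 4.2% in these data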;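 also: 0% = DAX1-transfected cells with DMSO and 100% = empty-vector control cells with DMSO; inhibition shows as a rise in luminescence from relieved DAX1 repression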
Target sequence (P51843 207-470 limits assumed): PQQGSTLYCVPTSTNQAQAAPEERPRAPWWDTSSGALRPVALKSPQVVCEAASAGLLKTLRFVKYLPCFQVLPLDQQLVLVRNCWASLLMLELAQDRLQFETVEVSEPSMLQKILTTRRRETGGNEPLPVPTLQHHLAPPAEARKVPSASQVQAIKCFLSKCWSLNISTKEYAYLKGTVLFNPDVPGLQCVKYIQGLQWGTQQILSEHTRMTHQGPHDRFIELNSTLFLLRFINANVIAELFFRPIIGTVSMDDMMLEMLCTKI
sPLA2-III inh = Inhibits HGIII-sPLA2 liposome hydrolysis, primary screen. Q9NZ20. QFRET BODIPY PC-A2 liposome hydrolysis, fluorescence. inhibition, % at 12.2 µM. hit rate 0.56% among 370,000. AID 743126;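 active = inhibition above mean plus 3 SD of compounds lying within the high and low control bounds, cut at about 19% in these data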;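 also: 0% = median of test compound wells and 100% = no enzyme DMSO wells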
Target sequence (Q9NZ20 whole entry, looked up): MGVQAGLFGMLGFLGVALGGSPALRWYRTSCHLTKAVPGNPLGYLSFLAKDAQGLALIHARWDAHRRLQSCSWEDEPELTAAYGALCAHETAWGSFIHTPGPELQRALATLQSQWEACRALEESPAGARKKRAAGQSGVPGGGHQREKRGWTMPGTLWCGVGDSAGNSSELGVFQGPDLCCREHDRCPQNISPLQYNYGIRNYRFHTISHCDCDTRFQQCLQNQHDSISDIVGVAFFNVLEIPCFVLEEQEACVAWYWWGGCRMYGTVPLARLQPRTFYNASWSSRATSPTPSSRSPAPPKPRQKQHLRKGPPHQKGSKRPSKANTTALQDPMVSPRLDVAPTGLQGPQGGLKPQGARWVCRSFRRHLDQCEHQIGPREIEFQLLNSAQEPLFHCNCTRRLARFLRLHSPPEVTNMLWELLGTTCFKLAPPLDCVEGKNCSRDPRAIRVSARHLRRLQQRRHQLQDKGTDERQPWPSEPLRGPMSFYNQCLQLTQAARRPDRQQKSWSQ
Active calls of the source: *; i = inactive; nt = no result given. Compounds were not picked by outcome. Share with any hit: about 7%.

SMILES	PG9 binder	hcDAF12 agonist	Rev-erbA mod	PLC-beta3 inh	hgDAF12 agonist	DAX1 inh-1	FXN GAA850 act	SMARCA2 activ	ssDAF12 agonist	DAX1 inh-2	sPLA2-III inh
O=C(COC(=O)CCN=C1NS(=O)(=O)c2ccccc21)NNC(=O)c1ccc(Cl)cc1	1.4	1.9	6	-2	-2.2	-1.1	-0.4	-2	-0.6	1.1	-2
CC1CN(C(=O)/C=C/c2ccccc2[N+](=O)[O-])CC(C)O1 (stereo not given)	-0.6	1.3	18*	-2	-0.5	0.0	0.5	1	-0.9	-1.1	5
C[C@@H]1CC[C@@]2(O[C@H](CCO)C[C@@H](O)[C@@H]2O)O1	1.6	1.5	-2	1	-0.2	-0.2	0.6	0	-1.2	0.8	3
Cc1ccc(NC(=O)C2(c3cccs3)CCOCC2)cc1C	-4.0	2.4	-6	3	-0.1	0.1	-1.7	3	-1.4	-0.4	-6
Cn1nnnc1SCSc1nnnn1C	-0.1	0.5	1	0	0.8	0.2	2.9	0	-1.3	2.2	2
Cc1ccc(C)c(C(O)c2ncc(-c3ccccc3)[nH]2)c1 (stereo not given)	0.1	-1.9	-9	2	-1.7	-0.5	-0.5	1	-1.8	nt	9
COc1ccccc1NC(=O)c1cc(Cl)nc2ccccc12	0.1	-1.0	-4	-5	-2.0	0.0	0.7	-4	-0.7	-0.3	0
CN1c2ccccc2-c2nc3ccccc3n2C1c1cccs1 (stereo not given)	-0.4	-2.0	0	i	1.8	-0.4	0.0	0	-1.0	1.2	-7
CCOC(=O)C1=C(C)N=c2sc(=Cc3ccc(OCC(=O)O)cc3)c(=O)n2C1c1ccc(SC)cc1 (stereo not given)	-2.8	1.4	-8	-9	2.4	-0.2	1.6	-5	-0.5	nt	-25
COCCNC(=O)/C(C#N)=C/c1c(F)cccc1Cl	3.1	-1.5	-6	-1	4.0	1.1	3.4	2	-1.0	-0.6	1
COc1ccc2c(c1)C1=C(CC2)C(c2ccc(C)cc2)NC(=S)N1 (stereo not given)	-0.5	-0.5	0	-19	-2.8	-0.7	0.2	0	-0.8	-1.4	7
CN1C[C@@H]2[C@@H]3C(=O)N(Cc4ccccc4)C(=O)[C@@H]3[C@](Cc3ccccc3)(C1=O)N2C(=O)c1ccccc1	1.1	-1.7	0	-7	1.1	0.0	1.9	0	-1.4	0.0	7
COc1cc(C2C(C#N)=C(N)N(c3cccnc3)C3=C2C(=O)CCC3)ccc1O (stereo not given)	-1.2	-0.4	-1	-14	-3.0	0.0	-2.5	-2	-1.6	1.3	-8
COC(CNC(=O)c1ccc2c(=O)n(Cc3ccc(Cl)cc3)c(=S)[nH]c2c1)OC	-0.5	0.0	29*	-3	-1.7	-0.4	-0.3	-2	-1.0	-1.3	3
COc1cc(NC(=O)CSc2nccc(=O)[nH]2)c(C)cc1[N+](=O)[O-]	0.5	1.9	0	5	-1.3	0.4	1.8	1	-0.9	-0.1	-1
COC(=O)[C@H](CO)NS(=O)(=O)c1ccc(C)cc1	0.4	1.1	-7	3	-3.1	0.4	-0.7	-2	-0.9	-0.3	2
CC1CCN(S(=O)(=O)c2ccc(C(=O)Nc3nnc(-c4ccccn4)o3)cc2)CC1	0.3	-1.4	-4	-4	-0.6	0.0	0.5	-1	-1.2	1.9	0
Cc1ccc(NC(=O)CN(C)C(=O)COC(=O)c2nccnc2N)cc1	-0.8	-1.1	-3	-207	0.0	0.6	0.5	-1	-1.6	0.5	3
COc1ccc(NC(=O)c2ccc(Cl)nc2)cc1S(=O)(=O)N1CCCCC1	-0.6	-3.8	-2	-1	-3.8	-1.1	-1.7	-3	-2.5	-1.7	-7
c1ccc2c(c1)-c1nc3ccccc3cc1C2N1CCCCC1 (stereo not given)	-2.5	3.5	5	-29	9.8	4.2*	0.8	5	1.4*	2.5	-15
COc1cc(/C=C/CNC[C@H]2O[C@@H](n3cnc(C(N)=O)n3)[C@H](O)[C@@H]2O)ccc1O	-0.8	0.3	-3	-2	-0.2	-0.6	1.0	-5	-0.7	-0.5	11
COc1ccc(CNC(=O)c2ccc(-c3cccnc3)c3ccoc23)cc1OC	-1.5	-4.0	-5	-3	-7.5	-3.2	1.4	-4	-1.3	nt	10
COc1ccc2c(c1)C(NC(C)=O)C(=O)N2C (stereo not given)	0.8	-0.5	0	-4	0.3	0.1	-2.9	0	-0.9	1.0	2
Cc1nn(CCCC(=O)NC(C)c2ccccc2)c(=O)c2nn(-c3ccccc3)c(C)c12 (stereo not given)	0.1	-3.3	-6	-4	0.9	0.0	0.2	-2	-1.1	-0.2	0
O=C(O)/C=C/C(=O)Nc1ccc2nccnc2c1	-1.6	3.3	2	-385	5.7	0.5	2.2	0	-0.2	0.7	6
O=C(c1ccc([N+](=O)[O-])cc1)N(Cc1ccc(Cl)cc1)N1C(=O)CCCC1=O	-0.9	-2.2	4	1	2.1	0.2	0.3	-1	-1.3	0.0	-3
Cc1ccc(-n2c(SCC(=O)Nc3ccc(S(=O)(=O)Nc4nccs4)cc3)nnc2-c2cccnc2)cc1	nt	-2.2	4	4	-1.0	0.7	nt	-6	-1.0	nt	-22
COc1ccc(CN(C(=S)Nc2ccccc2)C2CC(=O)N(c3ccc(F)cc3)C2=O)cc1 (stereo not given)	-1.0	-1.3	1	5	-0.2	-0.7	-0.5	0	-0.6	0.3	-10
O=C(c1ccccc1)[C@@H]1[C@@H](C(=O)c2ccc(F)cc2)[C@@]2(C(=O)Nc3ccccc32)[C@H]2c3ccccc3C=CN12	-0.8	1.7	3	-41	1.6	-1.0	1.6	-1	-0.4	0.4	-21
Cc1cc(C)c(S(=O)(=O)N2CCCC2)c(C)c1	-1.8	-1.1	4	-5	0.2	-0.1	-1.5	-1	-1.6	0.4	0
O=C(O)/C=C/C(=O)N1CCN(c2cccc(Cl)c2)CC1	0.0	-1.1	-3	1	-2.7	0.5	0.5	1	-1.6	-0.6	1
CCc1ccc(NC(=S)N(CCN2CCCCC2)Cc2ccco2)cc1	-1.2	-0.2	-2	3	-1.1	-0.1	-1.3	-2	-1.3	-0.5	6
COC(=O)c1oc(-c2ccccc2)nc1C	-1.7	-1.1	2	0	-1.8	0.3	0.3	0	-0.7	1.7	2
COc1cccc(NC(=O)c2ccccc2N2C(=O)C3C4C=CC(C5CC45)C3C2=O)c1 (stereo not given)	0.8	0.1	6	-4	-2.6	-1.8	7.0	-4	-1.0	-0.4	-4
CC(C)c1ccc(NC(=O)COC(=O)C2=COCCO2)cc1	0.5	1.1	7	-1	0.4	1.6	1.1	1	-1.1	-0.8	-1
Cc1ccc(S(=O)(=O)N2C3CCCCC3O[C@H]2CC(=O)c2cccs2)cc1 (stereo not given in full)	0.1	-0.4	-1	2	1.7	0.2	nt	-3	-0.7	nt	0
O=C(CN1CCN(CN2C(=O)NC3(CCCCCC3)C2=O)CC1)Nc1ccc(F)cc1	1.6	-2.2	-2	-3	3.2	0.8	-0.4	-2	-1.3	0.8	16
CC(C(=O)O)c1n[nH]c(=O)c2ccccc12 (stereo not given)	2.1	-2.1	-2	-2	-2.4	0.1	-0.6	-4	-1.0	1.5	5
CCOC(=O)c1c(N=CN(C)C)c(C#N)c2n1CCCC2	1.4	-1.4	4	-8	-1.6	-0.4	0.7	-4	-1.4	-1.2	5
Cc1cc(C)c(NC(=O)CNC(=O)c2cc(C3CC3)nc3c2cnn3C(C)C)c(C)c1	0.1	-0.1	1	-133	0.7	-1.2	1.4	4	-1.3	-1.0	-14
CCOC(=O)c1cccc(NC(=O)CCS(=O)(=O)c2ccc(Br)s2)c1	0.3	0.3	7	-1	2.2	0.1	-0.6	-3	-1.5	2.8	-6
O=c1[nH]n(Cc2ccccc2)c2ccccc12	0.6	0.3	-7	-98	-2.8	0.2	1.9	-4	-1.0	2.7	20*
CCn1c(SCC(=O)Nc2cc(C)on2)nc2c([nH]c3ccccc32)c1=O	-4.1	6.0*	0	-6	1.1	0.7	-0.5	-2	0.3	0.1	1
O=C(NCC(=O)N1CCN(c2ccccn2)CC1)c1ccc(Br)o1	-1.7	0.1	1	-4	0.5	0.1	-1.2	3	-0.3	0.8	6
NS(=O)(=O)c1ccc(CCNC(=O)CNS(=O)(=O)c2cccc(Br)c2)cc1	1.6	-1.8	2	-8	0.3	0.0	1.3	-1	-1.4	0.3	-6
COc1ccc(C2C(C#N)=C(SCC(=O)Nc3ccc(C)cc3)NC3=C2C(=O)CC(C)(C)C3)cc1 (stereo not given)	-1.3	-0.2	-1	-3	1.9	-0.5	-3.0	-4	-0.8	-0.6	-3
COc1ccc(-c2cc(=O)c3ccccc3o2)cc1	-0.2	9.0*	1	i	20*	3.5	5.6	6	-0.2	8.4*	-9
COc1ccc2cc(C(=O)NCCCN3CCCC3=O)[nH]c2c1	-3.2	6.2*	1	-3	4.4	0.6	1.9	3	-0.1	-0.3	2
CC1CN(C(=O)COC(=O)c2cc(Cl)ccc2Cl)CC(C)O1 (stereo not given)	-2.5	-1.8	2	-24	-2.2	-0.6	0.4	0	-1.2	1.5	0
COc1ccc(CN(C(=O)CSc2nnc(-c3c[nH]c4ccccc34)o2)c2ccc(F)cc2)cc1OC	0.3	-4.3	5	4	-8.6	-4.1	-16	0	-2.3	-5.4	-27
O=C(COc1ccc2c(c1)oc(=O)c1ccccc12)NCCCN1CCOCC1	0.4	-0.9	-11	-206	0.0	-3.0	0.8	-2	-1.4	-0.7	7
COc1cccc2cc(-c3nc4ccccc4o3)c(=O)oc12	4.2	1.5	2	-127	11*	2.1	2.7	5	-0.2	4.4*	5
COc1cccc(CNC(=O)N2CCN(c3ccccc3C)CC2)c1	-1.7	-3.3	2	-7	-1.0	-0.1	1.8	2	-1.2	-1.8	-4
CCN(CC(=O)Nc1ccc(NC(C)=O)cc1)Cc1c(O)ccc2cc(Br)ccc12	1.6	-0.9	0	-9	1.5	-0.3	1.2	-4	0.0	-0.1	-31
CC(=O)c1ccc(S(=O)(=O)N2CCN(C(=O)c3ccc(-n4nc(C)c(Cl)c4C)cc3)CC2)cc1	-3.3	-1.4	-2	-5	0.6	-0.9	-0.1	2	-1.3	-0.8	-4
CCOc1ccc(NC(=O)c2cccc3c2C(=O)N(Cc2cccnc2)C3)cc1	-3.3	-1.1	-5	-1	-2.5	-0.8	1.2	4	-1.2	0.3	-1
O=S(=O)(N/N=C\c1ccc2c(c1)OCO2)c1ccc(Cl)cc1	-0.7	-0.8	2	1	1.4	-0.3	-0.1	-1	-0.5	-0.3	-4
COC(=O)c1cc(S(=O)(=O)N(C)c2ccc(C)c(C)c2)c[nH]1	-1.1	-2.4	4	-6	0.9	-0.7	0.0	-2	-1.0	-0.1	-10
